Source: PubChem BioAssay
NALP1 yeast inh = blocks the NALP1 inflammasome reconstituted in yeast. S. cerevisiae NALP1/ASC/caspase-1 growth, X-gal OD620, 72 h. inhibition, % at 10 µM. 280,000 tested, 0.61% active; in the data active = inhibition mostly above about 24%, no sharp cut-off; inactive = mostly below about 32%; also: some compounds called inactive have numbers as strong as hits
MEKK2 mut-MEK5 = signal of MEK5 binding to mutant human MEKK2 PB1 domain; bead flow cytometry, Alexa488-MEK5 binding to MEKK2 mutant; percent response, % at 10 µM; 290,000 tested, 0.35% active; AID 1530; in the data active = percent response above about 24%, passing the limit was not always enough; also: inactives centre near 1; some results filed as inactive read as strong as hits; reference of the scale not given here
MEKK3 PB1 HTS = modulators (inhibitors or enhancers) of MEK5 binding to human MEKK3 PB1 domain. 290,000 tested, 1.4% active. bead-based flow cytometry, Alexa488-MEK5 binding to MEKK3; actives lie on both sides; 0 = blocked by unlabeled MEK5, 100 = vehicle. binding response (% of control), % at 10 µM. Q99759;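 active = binding response more than 3 SD above or below the average of its plate-row segment, actives on both sides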;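 also: Alexa488 bead fluorescence after subtracting the streptavidin-only scavenger bead signal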
OXTR agonist = agonists of human oxytocin receptor; P30559; CHO-OTR cells, Fluo-8 calcium fluorescence; normalized: DMSO 0%, oxytocin 100%; activation, % at 3 µM; 320,000 tested, 0.32% active; AID 2435;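 active = activation above the mean of all tested compounds plus 3 SD, cutoff set per screening run, cut at about 20% in these data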;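 also: peak over basal fluorescence ratio from a 100 s FLIPR kinetic read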
Target sequence (P30559 whole entry, looked up): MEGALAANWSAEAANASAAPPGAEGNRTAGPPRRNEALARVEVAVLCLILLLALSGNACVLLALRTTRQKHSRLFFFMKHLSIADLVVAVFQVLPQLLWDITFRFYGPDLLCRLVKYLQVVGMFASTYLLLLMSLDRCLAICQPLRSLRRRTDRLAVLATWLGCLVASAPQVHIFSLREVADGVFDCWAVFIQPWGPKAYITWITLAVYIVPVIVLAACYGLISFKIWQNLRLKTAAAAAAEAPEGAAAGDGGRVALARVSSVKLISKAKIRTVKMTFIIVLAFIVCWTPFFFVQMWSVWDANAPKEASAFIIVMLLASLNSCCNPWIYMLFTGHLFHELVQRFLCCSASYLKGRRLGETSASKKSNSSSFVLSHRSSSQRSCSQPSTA
PHOSPHO1 inh = blocks human PHOSPHO1 phosphatase activity; Q8TCT1; recombinant PHOSPHO1, absorbance phosphatase assay; inhibition, % at 13.3 µM; 290,000 tested, 1.1% active; AID 1565; in the data active = inhibition above about 60%
GPR7 antag = human neuropeptides B/W receptor 1 antagonism | P48145 | GPR7-expressing cells, fluorescence antagonist assay | inhibition, % at 4.4 µM | 290,000 tested, 1.1% active | AID 1861; in the data active = inhibition above about 16%, passing the limit was not always enough;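 also: cells stimulated with the agonist NPW; 0% = agonist with vehicle and 100% = vehicle without agonist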
Target sequence (P48145 whole entry, looked up): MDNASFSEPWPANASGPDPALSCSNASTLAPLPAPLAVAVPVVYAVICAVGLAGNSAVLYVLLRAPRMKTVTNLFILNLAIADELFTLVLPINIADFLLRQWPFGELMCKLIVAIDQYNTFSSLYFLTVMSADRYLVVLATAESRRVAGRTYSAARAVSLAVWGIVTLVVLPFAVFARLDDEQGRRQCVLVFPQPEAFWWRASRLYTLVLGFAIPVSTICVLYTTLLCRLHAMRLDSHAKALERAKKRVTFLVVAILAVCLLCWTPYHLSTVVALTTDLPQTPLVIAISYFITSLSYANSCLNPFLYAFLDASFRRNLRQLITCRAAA
MEKK2 WT-MEK5 = raises or lowers MEK5 binding to wildtype human MEKK2 PB1 domain; Q9Y2U5; bead flow cytometry, Alexa488-MEK5 binding to MEKK2 WT; actives lie on both sides; binding response (% of control), % at 10 µM; 290,000 tested, 1.1% active; AID 1531; in the data active = binding response below about 67% or above about 130%
V1R ag counter = counter-screen for oxytocin receptor agonists: human V1a receptor agonists | 320,000 tested, 0.25% active | CHO-V1R cells, Fluo-8 calcium fluorescence, agonist mode; 0% DMSO, 100% 3 nM vasopressin | AID 2797 | activation, % at 3 µM;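 active = activation above the mean activation of all tested compounds plus 3 SD, per screening run, cut at about 20% in these data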;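 also: signal is peak over basal fluorescence ratio across a 100 second FLIPR read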
GalR3 antagonist = antagonists of human GalR3 | O60755 | HEK293 GalR3-CNG cAMP membrane potential fluorescence; galR3 body fused to GalR1 C-terminus | inhibition, % at 3 µM | 360,000 tested, 0.44% active | AID 651719;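 active = inhibition above the screen-wide average plus 3 SD, cut at about 13% in these data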;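 also: forskolin and galanin both at EC90 stimulate the cells; cAMP rise reported by CNG channel membrane potential dye signal; 0% = forskolin plus galanin with DMSO and 100% = forskolin alone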
Target sequence (O60755 1-299 limits assumed): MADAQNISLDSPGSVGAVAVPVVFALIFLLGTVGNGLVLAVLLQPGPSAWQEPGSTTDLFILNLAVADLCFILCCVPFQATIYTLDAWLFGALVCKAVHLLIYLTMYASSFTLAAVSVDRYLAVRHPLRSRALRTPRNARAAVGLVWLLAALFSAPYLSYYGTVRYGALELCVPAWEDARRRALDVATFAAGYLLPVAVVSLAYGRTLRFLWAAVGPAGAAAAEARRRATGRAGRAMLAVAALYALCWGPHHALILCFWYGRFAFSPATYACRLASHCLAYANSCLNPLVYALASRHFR
The depositor's hits bear a star; nt = no result given; [ ] = remark or other dose.

The first two records, to show the layout:
item	SMILES	NALP1 yeast inh	MEKK2 mut-MEK5	MEKK3 PB1 HTS	OXTR agonist	PHOSPHO1 inh	GPR7 antag	MEKK2 WT-MEK5	V1R ag counter	GalR3 antagonist
1	Cn1c(=O)n(CC(N)=O)c(=O)c2c1nc(Br)n2Cc1ccccc1	23	3	102	1.3	24	-14	103	0.4	-10
2	NC(=O)c1ccc(Nc2ccc3nonc3c2[N+](=O)[O-])cc1	14	13	109	nt	49	-26	105	nt	-8

Results, previewed entries included:
item	SMILES	NALP1 yeast inh	MEKK2 mut-MEK5	MEKK3 PB1 HTS	OXTR agonist	PHOSPHO1 inh	GPR7 antag	MEKK2 WT-MEK5	V1R ag counter	GalR3 antagonist
1	Cn1c(=O)n(CC(N)=O)c(=O)c2c1nc(Br)n2Cc1ccccc1	23	3	102	1.3	24	-14	103	0.4	-10
2	NC(=O)c1ccc(Nc2ccc3nonc3c2[N+](=O)[O-])cc1	14	13	109	nt	49	-26	105	nt	-8
3	Cc1cc(=O)[nH]c(Sc2c(-c3ccccc3)c3ccccc3[nH]c2=O)n1	15	-11	73	0.4	-17	-7	68	0.0	-4
4	O=C(Nc1ccccc1Cl)c1cc[n+]([O-])cc1	15	5	104	1.2	28	9	104	0.9	-10
5	NC(=O)c1cc([N+](=O)[O-])cc2c1C=Cc1ccccc1O2	-2	0	116	-1.8	11	-14	103	-1.5	-6
6	CCN(CC)c1nc2ccccc2nc1C(C#N)C(=O)NCCCOC (configuration not stated)	-12	3	100	-2.3	-3	-13	100	-1.3	-1
7	CCOC(=O)c1cc(C#N)c(SCC(N)=O)[nH]c1=O	15	-1	99	0.5	13	-17	100	0.5	-2
8	Cc1ccc(-c2nn(CCC(=O)NC(C)C)c(=O)c3ccccc23)cc1	18	-1	103	-1.8	-1	3	104	0.6	-11
9	CC12CC3(C)CC(C)(C1)CC(NC(=O)N1CCCC1)(C2)C3	8	6	107	2.3	19	-3	112	1.9	-4
10	Cn1c(=O)[nH]c(=O)c2c1nc1n2CC(O)CN1c1ccccc1 (configuration not stated)	20	-6	92	-0.8	-12	-26	97	-0.3	-1
11	CN(c1ccc(C(=O)Nc2ccccc2C(F)(F)F)cc1)S(C)(=O)=O	15	-7	98	1.6	-18	-3	99	1.8	0
12	COc1ccc(C/C(C)=N\NC(=O)c2c[nH]c3ccccc23)cc1OC	22	nt	nt	-1.8	28	-1	nt	-0.9	-3
13	COc1ccccc1CNC(=O)[C@@H]1CCCN1C(=O)[C@@H]1Cc2ccccc2CN1C(=O)OC(C)(C)C	-18	3	101	-1.6	28	-11	102	-1.5	-3
14	COC(=O)/C=c1/sc2nc3ccccc3n2c1=O	1	-15	80*[inhibitor]	2.9	-32	-5	81	2.7	-2
15	CCOCCN(C(=O)COC)c1cccc(OC)c1	-4	-9	86	-0.2	0	-7	94	0.2	-2
16	COc1ccc(N2CC(C(=O)Nc3nccs3)CC2=O)cc1 (configuration not stated)	-10	-1	96	-0.7	29	-4	100	-0.1	-4
17	COCCNC(=O)COc1coc(CN2CCN(Cc3ccccc3)CC2)cc1=O	4	0	97	1.4	22	-5	97	0.6	-6
18	CCCN(CCC)C(C)C(=O)NCC1(c2ccccc2)CCCC1 (configuration not stated)	2	3	104	-2.3	52	-5	103	-0.9	-7
19	COc1ccc(C2C(C#N)=C(N)Oc3c2sc2nc(C)cc(C)c32)cc1 (configuration not stated)	11	-4	101	-0.7	21	-3	94	-0.6	-1
20	Cc1cc(C)c(-c2cc(NC(=O)COC(=O)c3ccc(CO)cc3)n(-c3ccccc3)n2)cc1C	40	0	102	1.0	-20	1	102	0.9	-1
21	OC(Cn1cnnc1)c1ccccc1 (configuration not stated)	13	5	103	0.8	-16	2	108	1.1	-5
22	O=c1c2cc(Cl)ccc2nc(-c2ccc([N+](=O)[O-])cc2)n1O	-10	-6	97	-0.9	30	-12	93	0.8	-1
23	CC1CCN(C(=O)C2CCN(CC(C)c3ccccc3)CC2)CC1 (configuration not stated)	14	11	107	-0.4	10	0	107	0.0	-3
24	CCCOc1ccc(NC(=O)CCC(=O)NC(C)c2ccccc2)cc1 (configuration not stated)	20	-1	102	-1.9	50	11	101	-0.3	-8
25	Clc1cccc(OCc2nnc(-c3ccccc3Br)o2)c1	5	1	101	-0.5	6	0	96	0.4	-8
26	COc1cc(/C=C/C(=O)N2C(=O)c3cccc(N)c3C2=O)cc(OC)c1OC	-3	4	103	0.6	-1	-2	96	3.0	3
27	O=C1CC(N2CCCc3ccccc32)C(=O)N1c1ccccc1 (configuration not stated)	-31	1	100	0.6	-28	4	100	0.3	-5
28	COc1ccccc1C(CNC(=O)c1cccc(S(=O)(=O)Nc2ccc(C)cc2)c1)N(C)C (configuration not stated)	18	8	102	0.9	57	9	120	0.1	-4
29	CSc1nccc(NC(=O)c2ccc(C(C)(C)C)cc2)n1	20	-2	99	4.4	nt	24	98	0.9	104*
30	CC1(C)c2[nH]c3ccccc3c2C[C@H]2C(=O)N(CCCCCO)CC(=O)N21	12	4	102	1.4	37	-2	103	1.9	-11
31	COc1ccc(/C=C(/C(=O)c2cccs2)N2C=CC=CC2=C(C#N)C#N)cc1	63	22	98	nt	3	-1	102	nt	0
32	Cc1ccc2[nH]c(C(=O)N3CCCCC3)cc2c1	11	1	100	-1.4	13	4	103	-0.3	-12
33	Cc1ccc(NC(=O)/C(=C/c2ccco2)c2ccccc2)c(C)c1	-2	-4	99	-2.0	16	-6	96	-1.1	-3
34	COc1ccc(N2CCN(C(=O)CC3NC4CCCCC4NC3=O)CC2)cc1 (configuration not stated)	29	-1	102	1.4	-3	-9	102	1.1	-3
35	COc1ccc(/C=C2\N=C(SC)NC2=O)cc1	21	6	104	0.2	-3	14	102	0.5	-5
36	Cc1ccccc1-n1cnc2cc(NCc3cccs3)ccc21	1	-2	104	-0.9	54	20	101	-1.7	-3
37	CCc1ccc(CNC(=O)Cn2nc(-c3ccc(C)cc3)ccc2=O)cc1	9	-1	105	-0.3	-5	3	100	0.2	nt
38	COc1ccc(NC(=O)c2ccc(Cl)nc2)cc1S(=O)(=O)N1CCCCC1	-27	-2	100	0.7	21	-6	94	3.4	-5
39	Cc1ccc(-c2csc(/C(C#N)=C/Nc3ccccc3SC(F)(F)F)n2)c(C)c1	nt	-2	101	1.4	1	-11	98	0.2	-6
40	O=C(CCCn1cncn1)N1CCCC(Nc2ccc(F)cc2)C1 (configuration not stated)	6	-2	98	nt	32	-8	97	nt	-2
41	CC1=NN(C(N)=S)C(=O)C1N=Nc1c(C)cc(C)cc1C (configuration not stated)	1	3	109	-1.8	-16	-8	107	-1.6	-3
42	CC1CC(C)CN(C(=O)CCCn2c(=O)c3cccn3c3cccnc32)C1 (configuration not stated)	10	-4	102	0.2	2	-10	99	0.5	-7
43	C(=C\c1nc(N2CCCC2)c2ccccc2n1)/c1ccccc1	64*	30	107	-2.2	-24	-5	158*	4.1	-6
44	Cn1c(=O)oc2cc(S(=O)(=O)NCCC(=O)N3CCc4ccccc4C3)ccc21	-3	7	104	4.1	2	0	108	3.1	nt
45	COc1ccc(-n2c(SCC(N)=O)nnc2-c2cccnc2)cc1	-23	-2	93	0.1	18	-17	98	0.2	-4
46	O=C(COC(=O)c1cnccn1)NCc1ccc(Cl)cc1	-33	-6	93	-1.2	0	9	90	0.7	-5
47	COc1ccc(-n2c(SCc3ccccn3)nc3c(c2=O)SCC3)cc1OC	-13	7	104	-0.5	4	-18	107	-0.8	-3
48	CC(C)NC(=O)C(=O)Nc1cc2c3c(c1)CCC(=O)N3CCC2	-20	2	99	-0.5	-6	9	100	0.3	2
49	N#Cc1ccc(COC(=O)C2CCC(=O)N2)cc1 (configuration not stated)	-11	2	98	0.8	4	4	104	0.8	-4
50	COCCNC(=O)c1ccc(N2CCC3(CC2)OCCO3)c([N+](=O)[O-])c1	13	-2	93	-0.6	6	0	96	0.3	1

Carrying on:
item	SMILES	NALP1 yeast inh	MEKK2 mut-MEK5	MEKK3 PB1 HTS	OXTR agonist	PHOSPHO1 inh	GPR7 antag	MEKK2 WT-MEK5	V1R ag counter	GalR3 antagonist
51	CCOc1cc2[nH]c(=O)n(CCC(=O)NCCc3ccc(OC)c(OC)c3)c(=O)c2cc1OCC	12	-7	99	1.0	-16	-4	99	2.2	2
52	COc1cc(C(=O)NC2CCCc3ccccc32)ccc1OCC(=O)Nc1ccc(F)cc1 (configuration not stated)	30	1	106	0.2	7	-7	104	0.2	-1
53	CN(C)C(CNC(=O)CNC(=O)Cc1cccc2ccccc12)c1ccccc1 (configuration not stated)	6	-3	99	0.7	2	3	98	-1.1	-9
54	Cc1ccc(-c2nc(S(=O)(=O)c3ccc(C)cc3)c(N(C)C)o2)cc1	5	13	106	-0.6	-140	-12	110	0.6	1
55	Cc1nn(Cc2noc(C(=O)NC3CCC(C)CC3)n2)c(C)c1Br (configuration not stated)	28	-3	103	-0.3	20	-7	104	0.7	-6
56	COc1ccc(Cl)cc1-c1nc(-c2ccncc2)no1	1	2	102	-0.6	25	-1	101	-0.2	-3
57	Cc1nnc(SCc2c(Cl)cccc2Cl)s1	-2	4	104	-1.7	24	-5	104	-0.4	-5
58	Cc1ccc2oc(-c3ccccc3C(=O)O)cc(=O)c2c1	6	14	109	1.9	-1	-13	101	0.8	1
59	COc1ccccc1OCc1nnc(SCC(N)=O)n1-c1ccccc1	8	15	110	0.1	10	-9	112	0.0	-9
60	COc1ccc(OC)c(C2C(C(=O)c3sc(C)nc3C)=C(O)C(=O)N2CCN2CCOCC2)c1 (configuration not stated)	6	3	96	0.1	19	13	98	0.8	1
61	Cc1cc(C)c2nc(N3CCC(C(=O)N4CCN(c5ncccn5)CC4)CC3)sc2c1	25	3	106	-1.1	18	-2	105	-1.9	-4
62	COc1ccc(NC(=O)Nc2cccc3cccnc23)cc1	5	3	102	-1.7	-1	2	101	-1.6	-10
63	O=C(c1ccc(Cl)cc1)N1CCn2c1nc1ccccc12	2	0	103	-0.8	48	0	101	-1.5	-3
64	CC(C)CNC(=O)COC(=O)c1cncc(Br)c1	-1	5	97	1.0	28	-5	103	0.6	-7
65	CN(C)Cc1ccc(-c2nc3cccc4c3n2CCNC4=O)cc1	nt	-4	99	0.3	nt	nt	93	1.4	0
66	Cc1cc(C)nc(Nc2n[nH]c(-c3ccc(N)cc3)n2)n1	2	1	97	-0.2	-11	-9	98	-0.1	-1
67	CCNC(=O)NC(=O)CSc1ccc(NC(C)=O)cc1	19	0	98	-1.0	-36	-10	103	0.2	-2
68	CC(C)[C@H](NC(=O)[C@@H]1CSC2c3ccccc3C(=O)N21)C(=O)N1CCCCC1 (some centres not stated)	1	-1	95	-0.9	38	-9	96	1.0	2
69	CCC1=C(OC(=O)N(CC)CC)N2C(=O)OC(=NCCOC)[C@]2(Cc2ccccc2)[C@H]2C1=CC[C@H]1C(=O)N(CC(=O)OC)C(=O)[C@H]12	nt	3	94	-0.5	26	nt	95	-0.7	-1
70	CC1=NN(c2ccc(C)cc2C)C(=O)C1C(c1ccccc1O)C1C(=O)N(c2ccc(C)cc2C)N=C1C (configuration not stated)	28	0	103	0.6	-8	-5	97	0.3	-10
71	O=C(CNS(=O)(=O)c1cccs1)NCc1ccccc1	2	2	114	0.4	-7	-1	110	0.4	2
72	CC1CN(S(=O)(=O)c2cccc(C(=O)OC(C)C(=O)NC3CCCCC3C)c2)CC(C)O1 (configuration not stated)	16	3	98	-0.7	15	12	100	0.4	-3
73	Cc1cccc(OCCCSc2nc3ccc(C)cc3[nH]2)c1	51	7	102	-0.7	-14	-11	100	-0.3	-4

An unsorted share of the library, and some 5.4% of all compounds hit somewhere here.
